UDG counterscr – Primary qHTS assay for inhibitors of Activation Induced Cytidine Deaminase (AID): UDG Counterscreen signal; Uracil-DNA glycosylase; FRET deamination/UDG coupled assay, UDG read, 4 h; Potency, µM (titrated, usually from 115 µM), inactives show top-dose activity change, negative = inhibition, actives largely listed as inhibitors; 0.14% of 91,000 active; AID 1347430, 2020; further: nearly all actives have a fitted effect of over 65% in size
AID inhibitor – Primary qHTS assay for inhibitors of Activation Induced Cytidine Deaminase (AID): AID signal; Single-stranded DNA cytosine deaminase (Homo sapiens), Q9GZX7; AID deamination FRET fluorescence, UDG-coupled, 4 h; Potency, µM (titrated, usually from 115 µM), for the others: at the highest dose activity change, negative = inhibition, usual class: inhibitors; 0.32% of 91,000 active; AID 1347428, 2020; further: nearly all actives have a fitted effect of over 25% in size
Target sequence (Q9GZX7 whole entry, looked up): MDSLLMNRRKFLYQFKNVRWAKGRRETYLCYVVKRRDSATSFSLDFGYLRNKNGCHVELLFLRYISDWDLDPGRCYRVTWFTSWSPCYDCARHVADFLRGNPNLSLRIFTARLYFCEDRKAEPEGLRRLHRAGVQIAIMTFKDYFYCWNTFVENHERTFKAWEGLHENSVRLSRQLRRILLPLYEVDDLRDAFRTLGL
* = called active by the depositor; ? = inconclusive; & = joins results of further samples; [ ] = another dose, or the depositor's remark. The call rests on the fitted dose curve; in most records, active means well fitted curve in the direction sought with a large enough effect; inconclusive means small, poorly fitted or top-dose-only effect, or another doubt; inactive means no such curve, though single readings can be large; an effect the other way counts as inactive or inconclusive. On the % scale 0 is the no-effect control and ±100 the full control effect; potency means the concentration at half of the fitted maximal effect.

Values run as follows: UDG counterscr | AID inhibitor
COc1ccc(NC(=O)CSc2oc(-c3cccs3)nc2S(=O)(=O)c2ccc(Br)cc2)c(OC)c1
  -6% | 14%
C=CCNCc1cccc(Br)c1
  -2% | 1%
NS(=O)(=O)c1ccc(NC(=O)CN2CCCC2c2ccc(F)cc2)cc1 (stereo not drawn)
  -15% | -2%
Cc1ccc(S(=O)(=O)c2cn(CC(=O)Nc3cccc(Cl)c3)c3ccccc3c2=O)cc1
  -4% | 17%
O=C(NC1CCC(C(F)(F)F)CC1)C1CCCO1 (stereo not drawn)
  4% | 7%
COc1ccc(CNS(=O)(=O)c2cc3c(cc2Cl)NC(=O)CO3)cc1
  5% | -5%
COc1ccc(OC)c(-n2nnc(-c3nc(-c4ccc5c(c4)OCO5)no3)c2C)c1
  -1% | 0%
CCC(=O)c1c(N)cc(C)oc1=O
  -2% | -1%
Cc1ccc(NC(=O)CSc2nc3nc(C)c(Cc4ccccc4)c(C)n3n2)cc1
  -3% | -23%
CC1CCC(C(C)C)C(OC(=O)COC(=O)c2cc(=O)c3ccccc3o2)C1 (stereo not drawn)
  0% | -13%
Cc1ccc(C)c(NC(=O)Cn2c(=O)n(Cc3ccco3)c(=O)c3ccc(C(=O)NC4CCCC4)cc32)c1
  -13% | ?
CC(C)Cc1ccc(C(=O)C2CCNCC2)cc1
  4% | 1%
Fc1ccccc1-c1csc(-c2ccccc2)n1
  -6% | -3%
CCOC(=O)N1CCC(NC(=O)c2cnn(-c3cccc(F)c3)c2-n2cccc2)CC1
  16% | -7%
O=C(Nc1ccccc1-c1nc2ccccc2s1)c1cc(Cl)cc(Cl)c1
  -17% | -6%
COc1ccc(Nc2nc3ccc(C)cc3nc2-n2nc(C)cc2C)cc1Cl
  -1% | 1%
CC(C)(C)C(=O)Nc1ccc2nc(SCCOc3ccccc3Cl)sc2c1
  -12% | ?
COC(=O)C(C)N1C(=O)S/C(=C/c2ccccc2)C1=O (stereo not drawn)
  -8% | -14%
Cc1cn2c(=O)c(S(=O)(=O)Nc3ccc(OC(F)(F)F)cc3)c(C)nc2s1
  13% | 3%
CCOC(=O)c1cccc(NC(=O)CC2C(=O)N(c3ccccc3)C(=O)N2Cc2ccco2)c1 (stereo not drawn)
  9%[57.5 µM] | 10%
O=C(CSc1nc2ccccc2nc1N1CCCC1)NCc1ccccc1
  -2% | -11%
COC(=O)c1ccc(NC(=O)Cn2c(-c3nonc3N)nc3ccccc32)cc1
  -7% | 34%[activator]
Cc1ccccc1NC(=O)c1ccc(CNS(=O)(=O)c2ccc3c(c2)C(C)(C)C(=O)N3C)cc1
  4% | 5%
CCN(Cc1cc2ccc(C)cc2[nH]c1=O)C(=O)c1ccc(C(C)(C)C)cc1
  -4% | -5%
Cc1ccc(-c2nc(CNC(=O)Nc3ccc(Cl)cc3)c(C)o2)cc1
  10% | 6%
C/C(=N/O)c1ccc2c(c1)CCC(=O)N2
  -9% | 29%
CCc1ccccc1NC(=O)Cn1nc2c3cc(F)ccc3n(Cc3cccc(C)c3)cc-2c1=O
  -10%[57.5 µM] | 3%
Nc1cccc2ncccc12
  -6% | 99%[activator]
CCOc1ccc(NC(=O)C2=Cc3sc4c(c3CS2)CCCC4)cc1
  1% | 23%
CCc1ccccc1NC(=O)Cn1c(=O)n(-c2ccc(C)c(C)c2)c(=O)c2oc3ccccc3c21
  9% | -4%

Six entries from above, comma-delimited:
SMILES,UDG counterscr,AID inhibitor
CCOC(=O)c1cccc(NC(=O)CC2C(=O)N(c3ccccc3)C(=O)N2Cc2ccco2)c1 (stereo not drawn),9%[57.5 µM],10%
O=C(CSc1nc2ccccc2nc1N1CCCC1)NCc1ccccc1,-2%,-11%
COC(=O)c1ccc(NC(=O)Cn2c(-c3nonc3N)nc3ccccc32)cc1,-7%,34%[activator]
Cc1ccccc1NC(=O)c1ccc(CNS(=O)(=O)c2ccc3c(c2)C(C)(C)C(=O)N3C)cc1,4%,5%
CCN(Cc1cc2ccc(C)cc2[nH]c1=O)C(=O)c1ccc(C(C)(C)C)cc1,-4%,-5%
Cc1ccc(-c2nc(CNC(=O)Nc3ccc(Cl)cc3)c(C)o2)cc1,10%,6%

Continuation:
Values run as follows: UDG counterscr | AID inhibitor
CCOc1ccc2c(c1)c(=O)c(S(=O)(=O)c1ccc(C)cc1)cn2CC(=O)Nc1ccc(C)cc1
  -1% | -3%
CCOC(=O)CSC1=Nc2ccccc2C2=NC(CCC(=O)NCc3ccc(F)cc3)C(=O)N12 (stereo not drawn)
  -9% | 13%
O=S(=O)(NC1CCN(c2ncccn2)CC1)N1CCCCCC1
  -8% | -2%
CC(C)NC(=O)/C=C/c1ccc(F)c(Cl)c1
  -1% | -4%
Cc1ccc(NC(=O)CN2C(=O)c3ccccc3Sc3ccc(C(=O)N4CCOCC4)cc32)c(Cl)c1
  -3%[57.5 µM] | 12%
CCCCCCOc1ccccc1/C=N/N=C(N)N
  -5% | -14%
COc1ccc(NC(=O)c2ccc(COc3ccccc3OC)o2)cc1OC
  -4% | 18%
CCOc1ccc2nc(N3CCCC(C(=O)Nc4cccc(Cl)c4C)C3)sc2c1 (stereo not drawn)
  10% | -4%
NC(=O)C1(NC(=O)c2ccc(I)cc2)CCCCC1
  -3% | -1%
O=C(NC1CC1)C(Sc1ccc2c(c1)OCCCO2)c1ccc(F)cc1 (stereo not drawn)
  -7% | -6%
N#Cc1ccccc1COc1ccc(C=O)cc1
  9% | 11%
CN(Cc1ccccc1)C(=O)c1nc(-c2cccc3[nH]ccc23)no1
  -7% | 2%
Cc1ccc(C(CNC(=O)c2cc3ccccc3oc2=O)N2CCC(C)CC2)o1 (stereo not drawn)
  0% | 1%
N#Cc1nc(-c2ccc(COc3ccccc3)o2)oc1N1CCN(c2ccccc2)CC1
  4% | -20%
CCOc1ccc(-c2nc(CS(=O)Cc3cc(C)ccc3C)cs2)cc1OC (stereo not drawn)
  4% | 3%
COCCn1c(C)cc(O)c(C(c2ccccc2F)N2CCN(c3ccccc3)CC2)c1=O (stereo not drawn)
  10% | 0%
CC(C)c1ccc(/C=C/C(=O)Nc2c(F)c(F)c(F)c(F)c2F)cc1
  -5% | -5%
CC(C)NCC(O)c1ccc(O)c(O)c1 (stereo not drawn)
  -2% | 2%
COc1ccc(NC(C)=O)cc1NC(=O)Cn1ccc2c(Cl)cccc21
  -2% | 9%
CCC(=O)Nc1nc2c(C)cc(NS(=O)(=O)c3cccc(Cl)c3C)cc2s1
  2% | -4%
CCN1CCN(c2nc3c(S(=O)(=O)c4ccc(C)cc4)nnn3c3ccsc23)CC1
  ? | ?
CCn1c(SCC(=O)Nc2c(C)cccc2C)nnc1-c1nonc1NC(C)=O
  -14% | -19%
COCCOC(=O)c1c(C)n(S(=O)(=O)c2ccc(C)cc2)c2ccc(NS(=O)(=O)c3ccc(C)cc3)cc12
  30% | 1%
CCOc1ccc(N2CC(NC(=O)c3ccc(S(=O)(=O)N4CCCCC4)cc3)CC2=O)cc1 (stereo not drawn)
  -5% | 1%
CCOC(=O)CCc1cc(C(=O)OCC)c(CCC(=O)OCC)cc1C(=O)OCC
  -8% | -4%
O=C1c2ccccc2-c2onc3c(N4CCN(C5CCCCC5)CC4)cc(NCCO)c1c23
  -4% | 168%[activator]
Cc1ccc(C(=O)COC(=O)c2ccc(O)cc2)s1
  -3% | 14%
O=C(CN1C=NS(=O)(=O)c2ccccc21)Nc1ccc(Br)cc1
  17% | 1%
COc1cccc(CNC(=O)C2=C(C)C(=O)OC23CCN(C(C)=O)CC3)c1OC
  -21% | 4%
O=C(O)c1cccnc1Sc1ccc(F)cc1
  2% | -3%

Additional compounds
Values run as follows: UDG counterscr | AID inhibitor
CC(C)CCNC(=O)Cc1ccc(NC(=O)N2CCCCc3ccccc32)cc1
  14% | 2%
COc1ccc(OC)c(C(=O)CSc2ncc3c(n2)-c2ccccc2N(Cc2ccccc2C)S3(=O)=O)c1
  -2% | 18%
COC(=O)c1c(NC(=O)CCCOc2ccc(C)cc2)sc2c1C(C(=O)OC)CC2 (stereo not drawn)
  -11% | -24%
CC(NC(=O)Cn1c(-c2cccs2)cc2cc(F)ccc21)c1ccccc1 (stereo not drawn)
  8% | 5%
CCOc1ccc(CNC(=O)C2CCN(S(=O)(=O)N3CCC(C)CC3)CC2)cc1OC
  2%&4% | 0%&4%
CC(=O)Oc1c(C)cc2sc3ccccc3c(=O)c2c1C
  8% | 0%
Cc1ccc(N2CC(NC(=O)Cc3cccs3)CC2=O)cc1 (stereo not drawn)
  -7% | 3%
O=C(CC1(C(=O)O)CCCCCC1)Nc1ccccc1NS(=O)(=O)c1ccc(F)cc1
  -6% | 3%
Cc1ccc(-c2nnc(Nc3cccc(Br)c3)c3ccccc23)cc1S(=O)(=O)N1CCN(C)CC1
  -10% | -15%
COCCCNc1ncnc2onc(-c3ccc(F)cc3)c12
  2% | 20%
CN(C)CCCN(C(=O)c1ccc(Br)s1)c1nc2ccc(F)cc2s1
  -23%[57.5 µM] | 2%
Cc1ccccc1C(=O)Nc1c(C(=O)Nc2cccc(F)c2)oc2ccccc12
  -5% | 6%
CCOC(=O)c1cc(C)n(CC2CCC(C(=O)Nc3cccc(C)c3)CC2)c1C (stereo not drawn)
  -10%[57.5 µM] | -30%
CCOC(=O)C1CCCN(C(=O)c2ccc3c(c2)N(Cc2ccccc2)C(=O)c2ccccc2S3(=O)=O)C1 (stereo not drawn)
  -1% | -8%
Cc1ccccc1NC(=O)C1CCN(C(=O)c2cnn(-c3ccccc3)c2-n2cccc2)CC1
  13% | 15%
CC(NC(=O)c1ccc(SC(F)(F)F)cc1)c1ccncc1 (stereo not drawn)
  -3% | -1%
COc1ccc(CNC(=O)CC2Sc3ccccc3NC2=O)cc1OC (stereo not drawn)
  0% | 3%
CCC(C)NC(=O)c1cc2n(n1)CCCN(Cc1ccc(C)cc1)C2=O (stereo not drawn)
  -17% | 10%
COc1ccccc1NC(=O)CSc1nnc2c3ccccc3n(C)c2n1
  4% | -8%
Cc1ccc2oc(=O)c3cc(C(=O)NCc4ccc(Cl)cc4)sc3c2c1
  0% | 7%
Cc1ccc2c(=O)cc(C(=O)Nc3ccc(S(=O)(=O)N4CCCCC4C)cc3)oc2c1C (stereo not drawn)
  -14%[57.5 µM] | -2%
O=C(NN=C1CCCC1)c1ccc(CSc2cccc3cccnc23)cc1
  -12% | ?
CN(C)C1(CNC(=S)NCCc2ccccc2)CCCCC1
  -2% | -12%
Cc1nc(-n2nc(C)c(Cc3ccccc3Cl)c2C)sc1C(=O)N1CCC(C)CC1
  0% | -11%
COc1ccc(S(=O)(=O)Nc2cc3c(cc2NCc2ccccc2)n(C)c(=O)n3C)cc1OC
  ? | 54%[activator]
Cc1cccc(N(C)C(=O)CN(C)S(=O)(=O)c2ccc3[nH]c4c(c3c2)CCCC4)c1
  -21%[57.5 µM] | 143%[activator]
Cc1ccc2onc(CNC(=O)NCc3ccc(Cl)cc3)c2c1
  -6% | 4%
NS(=O)(=O)c1ccc(N/N=C/c2ccccc2Cl)c([N+](=O)[O-])c1
  -3% | -11%
CCn1c(CC(=O)Nc2cccc(OC)c2)nnc1SCC(=O)Nc1cccc(F)c1
  3% | -1%
Cc1ccc(-c2nnc(SCC(=O)N3CCc4ccccc43)o2)cc1
  2% | 7%

Other records follow:
Values run as follows: UDG counterscr | AID inhibitor
CCCOC(=O)c1cc2ccccc2[nH]1
  5% | -5%
CC1CCN(CC(=O)N(C)CC(=O)Nc2ccc(Cl)c(C(F)(F)F)c2)CC1
  -2% | -5%
CCc1ccc(N(CC)C(=O)Cn2nc(Cc3cccnc3)c3ccccc3c2=O)cc1
  -2%[57.5 µM] | ?
CCCOc1ccc(Br)cc1C1C(C(=O)OCc2ccccc2)=C(C)Nc2nnnn21 (stereo not drawn)
  -10% | -19%
Cc1noc(-c2ccc(-c3noc(-c4ccc(Cl)cc4)n3)cc2)n1
  -11%[57.5 µM] | -10%[57.5 µM]
Cc1ccc(Nc2ncc(C(=O)NC3CCCC(C)C3C)c3ccccc23)cc1Cl (stereo not drawn)
  8% | 4%
CCOC(=O)c1c(NC(=O)c2ccc(S(=O)(=O)N3CCC(C)CC3)cc2)sc2c1CCN(CC)C2
  -6% | 45%[activator]
COc1ccc(OC(=O)c2cn(-c3cccc(OC)c3)c(=O)c3ccccc23)cc1
  0% | 11%
CC(C)C(CNC(=O)c1nn(C)c(=O)c2ccccc12)N1CCCC1 (stereo not drawn)
  7% | 7%
O=C(c1nn(-c2ccccc2)c(=O)c2ccccc12)N1CCN(Cc2ccc3c(c2)OCO3)CC1
  2% | -13%
COc1cccc(NC(=O)c2sc3nc(C)c(C(=O)Nc4ccc(C)cc4C)c(-c4sccc4C)c3c2N)c1
  -12% | 9%
CC(=O)c1ccc(NC(=O)CSc2nccn2C2CCCC2)cc1
  1% | -3%
O=C(NCc1ccc(F)cc1)c1ccc(Cn2c(SCc3ccc(F)cc3)nc3cccnc32)cc1
  1% | -10%
COCCCNc1oc(-c2ccccc2Cl)nc1C#N
  4% | 0%
COc1ccccc1-c1nn2c(CN3CCCCC3)nnc2s1
  7% | -8%
CNC(=O)NC(=O)C(C)Nc1cccc(Cl)c1C (stereo not drawn)
  10% | 7%
COc1ccc(NC(=O)c2ccc3c(=O)n4nc(Nc5ccccc5C)sc4nc3c2)cc1Cl
  4% | 13%

Screens deposited in PubChem by National Center for Advancing Translational Sciences (NCATS).

Some of the compounds tested; the hit share may differ from the screen's.
